Assay outcomes: PubChem, Sanford-Burnham Center for Chemical Genomics
CXCR6 inh: CXCR6 (human) receptor inhibition | CHO-K1 PathHunter CXCR6 beta-arrestin, luminescence | AID 602244 | O00574 | inhibition, % at 20 µM | actives 0.36% (n = 360,000); in the data active = inhibition above about 34%, passing the limit was not always enough;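 also: antagonist mode with CXCL16 agonist at 10 nM final; 0% = 10 nM CXCL16 with DMSO and 100% = unstimulated wells without agonist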
Target sequence (O00574 whole entry, looked up): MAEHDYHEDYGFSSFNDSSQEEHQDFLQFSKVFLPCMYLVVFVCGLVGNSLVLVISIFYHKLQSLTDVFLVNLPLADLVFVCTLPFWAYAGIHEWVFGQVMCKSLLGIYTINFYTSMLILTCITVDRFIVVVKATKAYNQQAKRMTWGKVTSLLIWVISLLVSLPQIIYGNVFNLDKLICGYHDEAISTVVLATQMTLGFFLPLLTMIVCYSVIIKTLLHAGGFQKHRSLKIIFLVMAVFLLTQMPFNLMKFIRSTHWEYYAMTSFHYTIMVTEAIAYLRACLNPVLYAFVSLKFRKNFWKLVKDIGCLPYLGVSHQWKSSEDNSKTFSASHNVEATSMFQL
tim23-1 inh: growth inhibitors of tim23-1 mutant yeast | actives 1.3% (n = 330,000) | inhibition, % at 20 µM | S. cerevisiae tim23-1 growth, BacTiter-Glo luminescence, 24 h;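 active = growth inhibition of the mutant yeast at or above 50%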;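 also: temperature-sensitive mutant grown at 25 °C; plate controls were DMSO-treated mutant yeast for no effect and medium wells lacking yeast for full effect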
UPR XBP1 act: activators of adaptive arm of unfolded protein response (XBP1); CHO-XBP1 luciferase reporter, IRE1-XBP1 UPR activation, luminescence; percent of tunicamycin response, DMSO as zero; activation, % at 20 µM; actives 0.33% (n = 330,000);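 active = versus positive control, 20 µM dose yields 30% or more activation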;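 also: 100% = tunicamycin at 10 µg/mL and 0% = DMSO only wells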
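incubation = overnight seeding at 37 °C, 6 h compound treatment at 37 °C | assay system = CHO-XBP1 cells stably carrying IRE1-XBP1-driven luciferase reporter | input = 1000 cells per well | detection = luciferase luminescence | dosing = single point, 20 µM final compound, 1% DMSO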
Mdm2-MdmX inh: human Mdm2/MdmX binding inhibition; AID 485346; SaOS-2 split-luciferase Mdm2/MdmX complementation, luminescence; actives 3% (n = 330,000); inhibition, % at 8 µM; O15151+Q00987;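 active = inhibition of at least 50% at 8 µM in the primary screen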
EBI2 block: antagonists of human EBI2 receptor | P32249 | EBI2 beta-arrestin recruitment, luminescence, 7a,25-OHC stimulated | inhibition, % at 5 µM | actives 0.81% (n = 360,000); in the data active = inhibition above about 38%;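 also: enzyme fragment complementation signal reports receptor beta-arrestin coupling in cells; 0% = agonist plus DMSO wells and 100% = wells without agonist; some results beyond the cut were filed as inactive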
CCR6 antagonist: antagonists of human CCR6 receptor. CHO-K1 CCR6 PathHunter beta-arrestin, luminescence, CCL20-stimulated. actives 0.49% (n = 340,000). inhibition, % at 20 µM. P51684;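 active = compounds whose inhibition of the agonist-driven luminescence signal at 20 µM reaches about 50%, limit read from the data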;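 also: cells stimulated with CCL20 at 14 nM final; plate controls were DMSO with CCL20 for no effect and DMSO without agonist for full effect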
Target sequence (P51684 whole entry, looked up): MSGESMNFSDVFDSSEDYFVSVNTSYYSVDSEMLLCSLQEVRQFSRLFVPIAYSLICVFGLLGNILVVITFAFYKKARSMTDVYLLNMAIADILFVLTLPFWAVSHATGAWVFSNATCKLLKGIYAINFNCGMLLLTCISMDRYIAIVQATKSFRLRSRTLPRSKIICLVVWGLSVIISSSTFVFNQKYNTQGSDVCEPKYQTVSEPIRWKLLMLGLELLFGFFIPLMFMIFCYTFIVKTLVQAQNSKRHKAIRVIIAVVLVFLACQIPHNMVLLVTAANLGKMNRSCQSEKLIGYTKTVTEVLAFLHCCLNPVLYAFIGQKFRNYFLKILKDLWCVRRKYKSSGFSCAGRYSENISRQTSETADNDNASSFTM
UPR CHOP act: activators of apoptotic arm of unfolded protein response (CHOP) | AID 449763 | actives 0.34% (n = 330,000) | activation, % at 10 µM | CHO-CHOP luciferase reporter, UPR activation, luminescence; percent of tunicamycin response over DMSO baseline;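 active = at 10 µM dose, activation of 40% or more, normalized to positive control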;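 also: 100% = tunicamycin at 10 µg/mL and 0% = DMSO alone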
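System: CHO-CHOP luciferase reporter cell line | Buffer or medium: F12 medium containing 10% fetal bovine serum | Doses: One dose, 10 µM in 0.5% DMSO | Times: 6 h compound exposure at 37 °C after overnight seeding | Signal: Luciferase luminescence | Read-out: % activation vs tunicamycin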
APJ ag: APJ receptor agonism; P35414; CHO-K1 APJ PathHunter beta-arrestin, luminescence; 0% DMSO wells, 100% apelin; activation, % at 20 µM; actives 0.11% (n = 330,000);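 active = activation more than six SD over the plate average, tested at 20 µM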;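 also: 0% = DMSO alone and 100% = apelin-13 at 10 nM; some results filed as inactive read as strong as hits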
Target sequence (P35414 whole entry, looked up): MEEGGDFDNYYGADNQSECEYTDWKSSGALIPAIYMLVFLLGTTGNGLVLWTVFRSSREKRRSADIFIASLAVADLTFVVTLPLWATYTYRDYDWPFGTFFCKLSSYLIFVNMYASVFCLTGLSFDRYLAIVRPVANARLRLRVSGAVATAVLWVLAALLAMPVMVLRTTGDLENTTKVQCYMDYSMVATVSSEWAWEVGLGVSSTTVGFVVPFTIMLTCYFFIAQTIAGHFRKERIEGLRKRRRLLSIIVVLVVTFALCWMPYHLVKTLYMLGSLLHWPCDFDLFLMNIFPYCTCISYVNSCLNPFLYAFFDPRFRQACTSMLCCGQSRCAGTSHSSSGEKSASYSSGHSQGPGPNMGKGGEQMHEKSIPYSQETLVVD
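Assay system: CHO-K1 APJ beta-arrestin complementation cell line / Compound: single test compound dose, 20 µM final, 1% DMSO / Times: overnight seeding, 90 min compound at 25 °C, 1 h detection / Technique: beta-gal luminescence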
APJ antagonist: blocks the human apelin receptor APJ; P35414; CHO-K1 APJ beta-arrestin complementation, luminescence; inhibition, % at 20 µM; actives 0.32% (n = 330,000);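 active = inhibition above about 40% at 20 µM, limit read from the data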;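 also: cells challenged with 10 nM apelin-13 agonist together with compound; plate controls were apelin-13 plus DMSO wells for no effect and DMSO wells lacking apelin-13 for full effect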
* marks the source's active call; other numbers are inactive results; · = not tested or not shown. The list is partial (hit frequency here may not be typical).

Below each compound: CCR6 antagonist	APJ ag	APJ antagonist	UPR CHOP act	EBI2 block	UPR XBP1 act	CXCR6 inh	Mdm2-MdmX inh	tim23-1 inh
O=C(C[C@@H]1C/C=C/CC[C@H](Cc2ccc(F)cc2)C(=O)OCCNC1=O)N[C@H](CO)Cc1ccccc1
→ -17	2	-8	-0.3	-10	0	-4	-8	16
CCS(=O)(=O)Nc1c(C)n(C)n(-c2ccccc2)c1=O
→ 0	-6	-6	-0.6	-8	-1	-8	-15	11
O=C1CC(c2ccccc2)CC(O)=C1C=NCC1CCCO1 (configuration not stated)
→ -6	-3	-34	-3.4	-8	1	0	-3	-2
COc1ccc(CCNC(=O)COC(=O)c2ccc(S(=O)(=O)N3CCCC3)cc2)cc1OC
→ 7	0	-2	1.2	0	5	1	-2	0
Cc1ccc(C)c(NC(=O)c2ccccn2)c1
→ 4	-4	-7	-0.5	-5	-1	-3	-8	20
O=C(O)CCCC(=O)NS(=O)(=O)c1ccc(Cl)cc1
→ -4	-4	10	1.2	-4	0	-3	2	3
CC1CCCC(NC(=O)C2N(CCCN3CCCC3)C(=O)C3C(C(=O)Nc4ccc(Cl)cc4)C4C=CC32O4)C1C (configuration not stated)
→ 14	1	3	0.5	8	0	2	17	17
N#CC(c1ccc(Cl)cc1)c1ncc(C(F)(F)F)cc1Cl (configuration not stated)
→ 19	-4	11	-2.0	3	-1	-1	14	20
COc1cccc(NC(=O)c2ccccc2Br)c1
→ 1	-3	5	5.1	0	-2	0	-13	-5
Cc1ccc(CCNC(=O)C23CN(Cc4ccccc4)CC2C(c2ccc([N+](=O)[O-])cc2)=NO3)cc1 (configuration not stated)
→ 2	8	-17	2.1	65*	-3	1	20	24
COc1ccccc1NC(=O)C/C(N)=N/OCC(=O)Nc1cccc(Cl)c1
→ 12	-2	-9	0.3	-1	1	-1	-8	25
CCOC(=O)CNC(=O)CSc1nnc(-c2ccccc2)c(-c2ccccc2)n1
→ 3	-3	-3	0.9	-6	8	0	13	20
COc1ccc(C(=O)OCC(=O)Nc2cc(C)c(C)cc2[N+](=O)[O-])cc1
→ -1	-2	7	-1.1	-5	1	3	11	6
CC1CN(c2nc3ccccn3c(=O)c2/C=C(\C#N)C(N)=O)CC(C)O1 (configuration not stated)
→ -5	-5	13	0.2	-1	-2	-8	10	8
CC(=O)c1c(C)[nH]c(C(=O)Nc2cccnc2)c1C
→ -6	-1	-12	-0.6	-7	2	-4	10	7
Cc1ccc(CN2CCC(c3cc(-c4cccs4)n[nH]3)CC2)cc1
→ -6	-2	2	-0.9	13	-6	0	8	-9
COCCC(=O)N1CCC(Oc2ccc(C(=O)NCc3ccon3)cc2)CC1
→ 0	-2	20	0.8	1	-2	6	-11	-9
Cc1cnc(C(=O)OCC(=O)Nc2sc3c(c2C(N)=O)CCCC3)cn1
→ 2	-4	13	-0.3	-1	-3	2	18	4
O=C(CSc1nnc(-c2ccccc2)n1C1CCCCC1)N1CCCC1
→ 5	1	10	0.2	-9	-6	-1	3	11
CCOC(=O)c1cc2sc(C)cc2n1CC(=O)N(CC)CC
→ -7	-2	-4	-0.9	-3	-2	0	-6	10
COc1ccc(Nc2ccc(C(=O)O)cc2[N+](=O)[O-])cc1
→ 22	-5	15	-1.3	-3	-2	12	-7	15
O=C(C1CCCO1)N1CCN(c2ccc(F)cc2)CC1 (configuration not stated)
→ -6	2	2	4.0	-2	-1	-1	16	4
Cn1c(SCC(=O)N/N=C/c2cc([N+](=O)[O-])ccc2O)nnc1-c1ccccc1
→ 21	-8	-1	-2.7	6	-4	11	24	-21
Cc1ccc(S(=O)(=O)N2CCOCC2)cc1NC(=O)CNc1ccccc1N1CCCC1=O
→ 9	1	15	-2.3	-3	-2	0	1	8
COc1ccc(C(=O)CC(c2ccccc2)S(=O)(=O)c2ccc(C)cc2)cc1 (configuration not stated)
→ ·	-2	7	4.7	·	-3	·	-38	2
CCN(CC)c1cc(-c2ccccc2)ncn1
→ 2	-3	4	2.6	-13	1	2	-23	-1
N=C1S/C(=C\c2ccc(O)cc2)C(=O)N1c1ccc(F)cc1
→ 14	-4	15	0.5	16	8	9	-36	-1
Nc1nonc1-n1nnc(C(=O)N/N=C/c2cc(Cl)ccc2O)c1CN1CCCCCC1
→ ·	0	-90	1.4	9	-2	-6	68*	35
CC(=O)c1ccc(NC(=O)C(C)n2c3ccccc3c3nc(=O)cc(C)n32)cc1 (configuration not stated)
→ 8	-1	2	-0.3	-2	0	-2	6	5
Cn1ncc2c(Nc3ccc(Br)cc3)nc(Nc3ccc(Br)cc3)nc21
→ -15	-3	-7	3.1	13	13	-12	60*	41
COc1ccccc1Nc1nc(=O)[nH]nc1C
→ -5	3	5	1.0	-5	-1	-6	11	7
COC(=O)C1=C(C)NC(C)=C(C(=O)OC)C1c1cn(-c2ccccc2)nc1-c1ccco1
→ 3	-1	18	1.0	11	-1	10	24	13
COc1cccc(CNS(=O)(=O)c2ccc3c(c2)oc(=O)n3C)c1
→ -7	2	-5	1.4	-2	-2	2	-2	8
COc1cc(O)ccc1C(=O)CCc1ccc(O)cc1
→ 4	-2	4	1.5	5	2	11	11	11
COc1cccc(CN2CC(C(=O)NCCc3ccc(C)s3)CCC2=O)c1 (configuration not stated)
→ 0	-6	-8	0.8	-5	-5	4	33	-15
CCCOc1ccc(S(=O)(=O)NCCN2CCOCC2)c2ccccc12
→ 10	-1	-7	2.3	-11	-6	-4	-5	3
CC(C)NCCOCCOc1ccccc1F
→ 9	0	8	1.1	-11	0	-8	1	-11
Cc1cccc(NC(=O)Cc2nc(-c3c[nH]c(C(=O)N4CCCC4)c3)cs2)c1
→ -23	10	9	5.2	-24	2	-7	35	24
COc1ccc(C(CNC(=O)c2ccc(C)c(S(=O)(=O)N3CCCCC3)c2)N(C)C)cc1OC (configuration not stated)
→ -3	-3	-11	-0.3	-29	0	-7	2	20
NC(=O)c1ccc(NC(=O)CSc2nnc(C3CC3)n2C2CC2)cc1
→ 5	-3	-1	0.6	-8	-3	-3	34	1
O=c1cc(-c2ccccc2)oc2ccc(Br)cc12
→ 18	-2	8	2.4	2	0	-3	-144	20
COC(=O)c1ccc(COC(=O)C2CC(O)CN2S(=O)(=O)c2ccc([N+](=O)[O-])cc2)cc1 (configuration not stated)
→ -9	5	-24	0.6	-11	-3	-21	-15	1
O=C(c1ccc2oc(CCc3ccccc3)nc2c1)N1CCC(O)CC1
→ 1	-1	-10	3.9	-2	-3	-4	1	-2
CCC(=O)N1CCc2cc(S(=O)(=O)CCC(=O)NCCc3ccc(OC)c(OC)c3)ccc21
→ 7	4	0	0.5	-5	-2	2	19	16
CS(=O)(=O)N1CCN(C(=O)c2csc3ccccc23)CC1
→ -2	-4	3	1.8	2	-2	5	6	2
Cc1sc2nc(SCC(=O)NCc3ccco3)n(CCc3ccccc3)c(=O)c2c1C
→ 9	5	0	16	10	17	3	63*	0
COc1ccc(NC(C)=O)cc1NC(=O)CSc1nnc(C2CCCCC2)n1N
→ 7	0	3	1.6	2	-7	-4	24	9
CN=C1SC(CC(=O)Nc2cccc(Cl)c2Cl)C(=O)N1C (configuration not stated)
→ 1	-4	-5	3.3	1	1	3	-5	-5
Cn1cnnc1SCC(=O)Nc1c(F)cc(F)cc1Br
→ 1	6	-3	-0.4	-3	-3	-4	-27	16
COC(=O)C1=C(C)NC2=C(C(=O)CCC2)C1c1cn(Cc2ccc(Br)cc2)nc1-c1ccccc1 (configuration not stated)
→ 9	-7	28	-0.5	16	-2	13	29	9
Cc1noc(C)c1NC(=O)Nc1ccc2c(c1)C(=O)N([C@H](C)CO)C[C@H](C)[C@@H](CN(C)S(=O)(=O)c1c(C)noc1C)O2
→ 8	-3	-1	-0.4	0	-1	3	-17	11
Cn1nnnc1-c1cc(Cl)cc(Cl)c1
→ 3	-2	-9	-2.1	-11	-1	-4	16	15
C=CCN1C(=O)C(C)(C)N(C(=O)c2cccc([N+](=O)[O-])c2)c2ccccc21
→ 17	0	15	0.6	14	-5	-2	-4	31
Cc1ccc(/C=C2\C(=N)N3N=C(CC(=O)N4CCCCC4)SC3=NC2=O)cc1
→ 0	-5	-17	-0.9	-3	-5	0	13	14
COc1ccccc1Nc1nc(-c2cccc([N+](=O)[O-])c2)nc2ccccc12
→ 11	1	-9	-1.0	-22	1	7	19	7
Cc1ccc(NC(=O)CO/N=C(\N)c2nonc2N)cc1C
→ -6	-4	-3	-0.8	-8	0	-3	25	10
O=S(=O)(Nc1cccc2nsnc12)c1ccccc1
→ 16	-3	18	-0.3	1	6	12	14	19
CC(=O)Nc1ccc(S(=O)(=O)N2CCN(S(=O)(=O)c3ccccc3)CC2)cc1
→ 7	-2	13	-0.8	1	-1	-9	17	5
O=C(CN1CCC(NC(=O)c2ccccc2Cl)CC1)NCc1ccccc1
→ -7	0	-1	0.9	-1	-1	1	3	-12
Clc1ccc(Cn2cccc2C2=NCCO2)cc1
→ 3	-1	13	-1.6	3	-3	2	-22	17

EBI2 block, what is marked active above
canonical_smiles | CCR6 antagonist | APJ antagonist | EBI2 block | CXCR6 inh | Mdm2-MdmX inh
Cc1ccc(CCNC(=O)C23CN(Cc4ccccc4)CC2C(c2ccc([N+](=O)[O-])cc2)=NO3)cc1 (configuration not stated) | 2 | -17 | 65* | 1 | 20

Additional results.
Below each compound: CCR6 antagonist	APJ ag	APJ antagonist	UPR CHOP act	EBI2 block	UPR XBP1 act	CXCR6 inh	Mdm2-MdmX inh	tim23-1 inh
CC(=O)N1CCN(c2nc(N)c(C#N)c(CC#N)c2C#N)CC1
→ 10	1	-6	-1.0	-7	-1	3	18	10
CC(=O)Nc1ccc(OCCOc2ccc(NC(C)=O)cc2)cc1
→ 2	-3	14	0.3	-2	-1	-5	11	-5
CCOC(=O)C1=C(c2ccccc2)NC(SCC)=C(C#N)C1c1cccnc1 (configuration not stated)
→ 21	-4	10	1.4	-1	-3	-4	9	8
COc1ccc(C(=S)N2CCNCC2)cc1
→ -1	8	-5	-2.5	-5	1	2	5	3
COC(=O)c1cccc(NC(=S)NCc2ccc(Cl)cc2)c1
→ -8	-3	6	2.0	-13	-3	-6	30	-7
CSCCC(NC(=O)c1ccccc1)C(=O)N1CCCCCCC1 (configuration not stated)
→ 1	-2	-9	-0.6	13	-2	0	14	27
COc1ccc(N2CC(C(=O)NCCN3C(=O)S/C(=C\c4cccnc4)C3=O)CC2=O)c(OC)c1 (configuration not stated)
→ -9	2	8	-1.6	7	0	0	-12	6
CC(C)(C)NC(=O)NC(=O)CN1CCN(c2cccc(Cl)c2)CC1
→ 0	-3	4	-0.4	-7	-2	7	-12	11
CCOCCCNc1nc(C)nc2c1nnn2Cc1c(F)cccc1Cl
→ 20	-2	4	0.0	-1	-2	10	-6	4
CCCNC(=O)NCCC12CC3CC(CC(C3)C1)C2
→ 8	-1	-14	0.7	-10	0	1	2	21
Cc1cc(OCCCn2ccnc2)ccc1C(C)C
→ 7	-1	-1	-1.1	-20	0	-2	-12	-6
